# Screens as filed in PubChem BioAssay.
# OX1R antagonist – OX1R (HCRTR1) antagonists, primary screen, fluorescence, CHO/OX1R cells, Fluo-8 calcium, orexin A. Orexin/Hypocretin receptor type 1 (Homo sapiens), O43613. Fluo-8 calcium fluorescence. inhibition, % at 5 µM. 330,000 tested, 0.43% active;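 active = inhibition above its plate's threshold, mean inhibition of all tested compounds on the plate plus 3 SD, cut at about 37% in these data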;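 also: 0% = orexin A challenge wells and 100% = SB-334867-A antagonist wells; not every result past the cut was called active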
# Target sequence (O43613 whole entry, looked up): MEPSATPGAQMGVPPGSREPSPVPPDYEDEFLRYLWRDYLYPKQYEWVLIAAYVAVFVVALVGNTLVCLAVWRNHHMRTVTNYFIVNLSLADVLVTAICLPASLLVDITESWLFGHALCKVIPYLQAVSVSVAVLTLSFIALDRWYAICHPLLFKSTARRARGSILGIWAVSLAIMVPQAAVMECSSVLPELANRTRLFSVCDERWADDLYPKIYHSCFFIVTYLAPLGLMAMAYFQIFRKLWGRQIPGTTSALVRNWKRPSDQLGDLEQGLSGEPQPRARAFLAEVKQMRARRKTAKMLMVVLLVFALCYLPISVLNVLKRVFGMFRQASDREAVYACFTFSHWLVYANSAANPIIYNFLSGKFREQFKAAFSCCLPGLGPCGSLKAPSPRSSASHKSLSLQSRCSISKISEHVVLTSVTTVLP
# CHT PAM – CHT positive allosteric modulators, primary screen, cell-based, membrane potential dye, choline EC20; High affinity choline transporter 1 (Homo sapiens), Q9GZV3; CHT-expressing cells; hits give high values; LV-AA mutant CHT in HEK293 cells; B-score at 10 µM; 310,000 tested, 0.49% active; AID 488977, 2010;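 active = initial fluorescence not abnormally high and integrated response B-score, plate-corrected, over 3 SD above library mean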
# Target sequence (Q9GZV3 whole entry, looked up): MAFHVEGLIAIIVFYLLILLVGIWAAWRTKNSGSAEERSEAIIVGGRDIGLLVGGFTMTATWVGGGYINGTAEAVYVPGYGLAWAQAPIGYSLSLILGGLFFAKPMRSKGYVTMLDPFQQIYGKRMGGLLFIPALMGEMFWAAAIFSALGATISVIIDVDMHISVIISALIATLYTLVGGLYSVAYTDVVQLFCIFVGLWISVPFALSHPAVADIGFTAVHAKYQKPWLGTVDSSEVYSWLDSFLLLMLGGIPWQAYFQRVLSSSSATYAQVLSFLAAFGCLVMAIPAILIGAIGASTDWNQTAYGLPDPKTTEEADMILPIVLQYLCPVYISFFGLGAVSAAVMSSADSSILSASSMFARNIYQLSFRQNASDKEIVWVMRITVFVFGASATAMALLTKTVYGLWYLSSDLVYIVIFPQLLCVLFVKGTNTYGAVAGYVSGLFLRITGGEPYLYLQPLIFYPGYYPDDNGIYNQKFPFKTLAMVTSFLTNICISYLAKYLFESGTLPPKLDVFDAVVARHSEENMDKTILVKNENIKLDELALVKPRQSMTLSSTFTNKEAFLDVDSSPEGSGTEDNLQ
# * marks the source's active call; other numbers are inactive results; i = inactive; · = no result given.
SMILES,OX1R antagonist,CHT PAM
O=C1CC(C(=O)Nc2ccc(F)c(Cl)c2)N=C(N2CCCCC2)N1 (configuration not stated),-21,i
COc1cc(C(=O)N(Cc2cc3cc(C)ccc3[nH]c2=O)CC2CCCO2)cc(OC)c1OC (configuration not stated),-26,i
CN(C(=O)Cn1cc([N+](=O)[O-])ccc1=O)C1CCCCC1,-13,·
CN(C(=O)CSc1nc(-c2ccc(F)cc2)cs1)C1CCS(=O)(=O)C1 (configuration not stated),-5,i
CCC1Oc2ccc(C)cc2N(Cc2cccc(C)c2)C1=O (configuration not stated),-29,i
Cc1nc(-n2nnc3ccccc32)c2c3c(sc2n1)CCCC3,-40,i
COc1ccccc1-c1cc(C(=O)N/N=C\c2cnn(C)c2C)c2ccccc2n1,-32,i
CCO/C=C1\C(=O)N(c2ccc(OCC)cc2)C(=O)c2ccccc21,-24,i
O=C(COC(=O)Cn1cnc2ccccc21)Nc1cccc2c1C(=O)c1ccccc1C2=O,-29,i
O=C(OCc1ccccc1)c1ccccc1,2,i
CCOC(=O)C1CCN(C(=O)c2ccc3snnc3c2)CC1,-4,i
O=C(NNC(=O)C(O)(c1ccccc1)c1ccccc1)C1CC1,-17,i
O=C(Cn1ccc2ccccc2c1=O)NCCC(=O)N1CCN(c2ccccc2)CC1,-35,i
Cc1c(Cl)c(C(=O)NC2CCCC2)nn1C,-3,i
CCOc1ccc(C(=O)N/N=C/c2cc(Cl)ccc2[N+](=O)[O-])cc1,-3,i
COc1ccccc1NC(=O)CSc1nnc(COc2ccc(Cl)cc2)o1,-14,i
CSc1ccccc1NC(=O)CN(C)S(=O)(=O)c1ccc(F)cc1,-10,i
CCCn1c(SCC(=O)/C(C#N)=C(\C)N)n[nH]c1=O,-9,i
O=C(O)CCC(=O)NCCc1cccc(Cl)c1,-13,i
COc1ccc(-n2nnnc2-c2cnc3cc4c(cc3c2C)OCO4)cc1,-26,i
CCCOc1ccc(Oc2nc(-c3ccncc3)nc3ccccc23)cc1,-15,i
CCCCNC(=O)COC(=O)c1ccc(NC(C)=O)cc1,-14,i
CC(=O)Nc1ccc(S(=O)(=O)N(C)CC(=O)NC2CCCC(C)C2C)cc1 (configuration not stated),4,i
CSCCC(NC(=O)c1ccc(Cl)cc1Cl)C(=O)OC(C)C(=O)NCc1ccco1 (configuration not stated),-34,i
CCC(C)NC(=O)c1cc(S(=O)(=O)N2CCCCC2)c[nH]1 (configuration not stated),-16,i

# Ordered by molecular weight (low to high): 18 of the compounds above.
SMILES,OX1R antagonist,CHT PAM
O=C(OCc1ccccc1)c1ccccc1,2,i
Cc1c(Cl)c(C(=O)NC2CCCC2)nn1C,-3,i
CCCCNC(=O)COC(=O)c1ccc(NC(C)=O)cc1,-14,i
CN(C(=O)Cn1cc([N+](=O)[O-])ccc1=O)C1CCCCC1,-13,·
CCC1Oc2ccc(C)cc2N(Cc2cccc(C)c2)C1=O (configuration not stated),-29,i
CCC(C)NC(=O)c1cc(S(=O)(=O)N2CCCCC2)c[nH]1 (configuration not stated),-16,i
CCOC(=O)C1CCN(C(=O)c2ccc3snnc3c2)CC1,-4,i
CCO/C=C1\C(=O)N(c2ccc(OCC)cc2)C(=O)c2ccccc21,-24,i
CCOc1ccc(C(=O)N/N=C/c2cc(Cl)ccc2[N+](=O)[O-])cc1,-3,i
O=C1CC(C(=O)Nc2ccc(F)c(Cl)c2)N=C(N2CCCCC2)N1 (configuration not stated),-21,i
COc1ccc(-n2nnnc2-c2cnc3cc4c(cc3c2C)OCO4)cc1,-26,i
CSc1ccccc1NC(=O)CN(C)S(=O)(=O)c1ccc(F)cc1,-10,i
CC(=O)Nc1ccc(S(=O)(=O)N(C)CC(=O)NC2CCCC(C)C2C)cc1 (configuration not stated),4,i
CN(C(=O)CSc1nc(-c2ccc(F)cc2)cs1)C1CCS(=O)(=O)C1 (configuration not stated),-5,i
COc1ccccc1NC(=O)CSc1nnc(COc2ccc(Cl)cc2)o1,-14,i
O=C(Cn1ccc2ccccc2c1=O)NCCC(=O)N1CCN(c2ccccc2)CC1,-35,i
O=C(COC(=O)Cn1cnc2ccccc21)Nc1cccc2c1C(=O)c1ccccc1C2=O,-29,i
COc1cc(C(=O)N(Cc2cc3cc(C)ccc3[nH]c2=O)CC2CCCO2)cc(OC)c1OC (configuration not stated),-26,i

# Further results follow.
SMILES,OX1R antagonist,CHT PAM
CC(C1CC2CCC1C2)n1c(-c2cccs2)n[nH]c1=S (configuration not stated),-11,i
COc1ccc2nc(NNC(=O)c3cc(=O)c4ccccc4o3)sc2c1,-9,i
CN(Cc1ccccc1)C(=O)c1[nH]cnc1C(=O)NCc1ccc(CNC(=O)OC(C)(C)C)cc1,7,·
C/C(CC(=O)Nc1ccc(Cl)cc1Cl)=N\NC(=O)C(=O)N1CCCC1,-25,i
Cc1cnc(C(=O)OCC(=O)Nc2c(Cl)cc(Cl)cc2Cl)cn1,-4,·
CN(CC(=O)Nc1ccccc1Cl)C(=O)CN1C(=O)C2CCCCC2C1=O (configuration not stated),-12,i
CN(C)c1ccc(N=Nc2cccc(F)c2)cc1,-8,i
O=S(=O)(Nc1nc2ccccc2nc1Cl)c1ccccc1C(F)(F)F,-1,i
Cc1cc(C)cc(N(C(C)C(=O)N2CCCC2)S(C)(=O)=O)c1 (configuration not stated),-9,i
COc1cc(/C=N/N2CCN(c3ccccc3OC)CC2)ccc1OC(C)=O,-12,i
COc1cccc2cc(C(=O)C3=C(O)C(=O)N(CCN4CCOCC4)C3c3ccc(Cl)cc3)oc12 (configuration not stated),-26,i
CC(C(=O)O)n1nnc2ccccc21 (configuration not stated),-5,i
COc1nc(-c2ccccc2)cc(C(F)(F)F)n1,-4,i
CCOC(=O)c1cc(C)sc1NC(=O)CN1CCN(C(=O)c2ccco2)CC1,53*,i
COc1ccccc1-c1coc2c(CN3C(C)CCCC3C)c(O)ccc2c1=O (configuration not stated),-16,i
Cc1ccnc(NC(=O)c2cccc(S(=O)(=O)NCc3ccccc3)c2)c1,1,i
Cc1n[nH]c(=O)c2c(NC(=O)CSc3nc4ccccc4c(=O)n3C(C)C)oc(C)c12,-43,i
CCCCc1ccc(NC(=O)NCc2ccccn2)cc1,-15,i
Cc1cccn2c(=O)c3cc(C(=O)NCCN4CCOCC4)c(=N)n(Cc4cccnc4)c3nc12,-13,i
CC(C)(C)OC(=O)CNC(=O)c1[nH]cnc1C(=O)Nc1ccc(CNC(=O)OC(C)(C)C)cc1,-46,i
Cc1ccc(S(=O)(=O)c2nc(S(C)(=O)=O)sc2N2CC(C)OC(C)C2)cc1 (configuration not stated),-10,i
COc1ccc(OC)c2[nH]c(=O)c(CCNC(=O)C(=O)c3c(C)[nH]c4ccccc34)cc12,-1,i
COc1ccc(C(=O)NCC(=O)OCC(=O)NC2CCCCCC2)cc1,-20,·
O=S(=O)(NCC1(N2CCOCC2)CCCCC1)c1ccc(Cl)cc1C(F)(F)F,-49,i
CCCS(=O)(=O)N1CCN(CCN2C(=O)c3cccc4cccc(c34)C2=O)CC1,-29,i

# New compounds follow.
SMILES,OX1R antagonist,CHT PAM
O=C(Cc1ccccc1)NN1C(=O)C2C3C=CC([C@@H]2C1=O)C31CC1 (some centres not stated),-13,i
CC(C)(C)NC(=O)C(OC(=O)c1ccco1)c1ccc(Cl)cc1 (configuration not stated),-28,i
CCN(CC(=O)Nc1c(F)cccc1F)C(=O)c1cccc(-n2cccc2)c1,-25,i
CCCC[N+](CC#CCO)(CC#Cc1ccccc1)CCCC,5,11*
Cc1nn(CC(=O)Nc2cccnc2)c(=O)c2ccccc12,-5,i
CCc1cccc2c(C#N)cn(CCOc3ccccc3OC)c12,-25,i
O=C(NS(=O)(=O)Oc1cccc(F)c1)OC[C@@H]1CCCN2CCCCC12 (some centres not stated),-5,i
Cc1ccc(C(C(=O)Nc2ccc(C(C)C)cc2)N(C)C(=O)c2ccc(=O)[nH]c2)cc1 (configuration not stated),-25,i
O=[N+]([O-])c1ccc(O)c(CN2CCCCCC2)c1,-9,i
COCCCn1c(SCC(=O)NC(C)C)nnc1-c1ccccc1,-19,i
O=C(OCCN1C(=O)c2ccccc2C1=O)c1ccccc1,-9,i
CCOc1ncccc1C(=O)Nc1ccc(S(=O)(=O)Nc2nccs2)cc1,-11,i
O=C(C[C@H]1C/C=C\C[C@@H](Cc2ccc(F)cc2)C(=O)O[C@H](c2ccccc2)CNC1=O)NCCO,-9,·
OC(CN1CCN(c2ccccc2)CC1)Cn1c2ccccc2c2ccccc21 (configuration not stated),-24,i
Fc1ccc2nc(C3CCN(Cc4nc(CC5CC5)no4)CC3)[nH]c2c1,-27,i
N#C/C(=C(/O)COC(=O)c1ccc2c(c1)OCCO2)c1nc2ccccc2[nH]1,1,i
CCCCOc1ccc(CN2CCCCC2)cc1,-11,i
CC1CC(C)CN(S(=O)(=O)c2cccc(C(=O)N3CCN(c4ccc(F)cc4)CC3)c2)C1 (configuration not stated),-12,·
Cc1ccc2nc(NC3=NC(CC(=O)O)C(=O)N3)nc(C)c2c1 (configuration not stated),-4,i
CN(C)c1nnnn1-c1ccc(Cl)cc1Cl,10,i
Cc1cc(C)cc(OCC(=O)N2CCc3ccccc3C2)c1,-4,i
COc1cc(NC(=O)c2cccs2)c(OC)cc1NC(=O)c1ccco1,-23,i
Cc1ccc2c(c1)NC(=O)CC(c1ccccc1)=N2,-9,i
CC(C)C(=O)Nc1c(-c2ccccc2)c(=O)c2ccccc2n1C,-22,i
O=C(NCc1nc(-c2ccccc2)no1)c1cccs1,-12,i

# Next part:
SMILES,OX1R antagonist,CHT PAM
COc1ccc(/C=N/NC(=O)c2cc(-c3ccccc3OC(C)C)nc3ccccc23)cc1CN1CCOCC1,-32,i
c1ccc2c(-n3cccn3)cccc2c1,-18,i
CC1CCN(S(=O)(=O)c2nnc(NC(=O)COc3ccccc3)s2)CC1,5,i
COC(=O)c1ccc(C(=O)OC)c(NC(=O)CSc2nnc(-c3ccccc3Cl)o2)c1,5,i
CCN(C(=O)COC(=O)c1cccc(NS(=O)(=O)c2ccc(F)c(F)c2)c1)C1CCS(=O)(=O)C1 (configuration not stated),-29,i
CCOC(=O)C1(Cc2ccc(Cl)cc2)CCN(Cc2ccon2)CC1,-31,i
COc1ccc(CCNC(=O)CC(c2ccccc2)c2cccc(C)c2O)cc1OC (configuration not stated),-25,i
Cc1cc(NC(=O)C(C)(C)C)no1,-4,i
COc1cc(C2NC(=O)NC(C)=C2C(=O)OCC2CCCCC2)cc(Cl)c1O (configuration not stated),-30,i
COCCNC(=O)CSc1nnc(-c2ccccc2F)n1Cc1ccccc1,-3,i
Cc1ccc2c(Cl)c(C(=O)NC3CC3)sc2c1,·,i
CN(CC(=O)Nc1cccc(C#N)c1)Cc1ccc(Cl)cc1,-35,i
CCOc1ccc(C(=O)Nc2c3c(nn2-c2ccc(F)cc2)CS(=O)C3)cc1 (configuration not stated),-6,i
COC(=O)c1[nH]c(C)c(/C(O)=C2\C(=O)C(=O)N(CCN3CCOCC3)C2c2ccco2)c1C (configuration not stated),-11,i
CCOc1ccccc1-n1c(C)nc2cc(C(=O)O)ccc21,6,i
Cc1ccc(NC(=O)C2=C(c3ccccc3)S(=O)(=O)CCS2(=O)=O)cc1,35,i
Cc1cc(C(=O)NNS(=O)(=O)c2ccc(C(C)(C)C)cc2)nn1C(C)(C)C,-28,i
C/C=C(\C)CN1CCC(n2nccc2NC(=O)CCCc2ccccc2)CC1,·,i
Cc1ccsc1C(=O)N[C@@H](C)c1nnc2ccccn12,-3,i
CCn1c(=O)cc(SCC(=O)NCCC2=CCCCC2)c2ccccc21,-30,i
C=CCSc1nc2c(c(C3CC=CCC3)c1C#N)CCC2 (configuration not stated),-13,i
CC(=O)c1ccc(NS(=O)(=O)c2ccc(N)cc2)cc1,4,i
Cc1cccc(C)c1-n1c(C)nn(Cc2ccc([N+](=O)[O-])cc2)c1=O,-21,i
CC(=O)N1N=C(c2ccc(C)cc2)CC1c1ccco1 (configuration not stated),-28,i
COc1ccc(C(NC(=O)/C=C\c2ccco2)c2ccc(OC)c(OC)c2)cc1 (configuration not stated),-12,i

# Further compounds
SMILES,OX1R antagonist,CHT PAM
CSC1=N/C(=C\c2ccc(C)cc2)C(=O)S1,-5,i
O=C(Nc1ccc(Br)cc1)C1CCN(C(=O)c2ccco2)CC1,-9,i
CC(=O)c1ccc(OCc2cc(C(=O)NC(C)Cc3ccccn3)no2)cc1 (configuration not stated),-14,i
NC(=O)c1ccccc1NC(=O)c1ccc2ccccc2c1,-25,i
Cc1cc(Br)c(NC(=O)COC(=O)c2ccc[n+]([O-])c2)c(Br)c1,-19,·
Cn1c(=O)c2cn3c(c2n(C)c1=O)C(c1ccccc1)CC(c1ccccc1)=N3 (configuration not stated),-34,i
O=[N+]([O-])c1ccc2nc(C(O)C(O)c3nc4ccc([N+](=O)[O-])cc4[nH]3)[nH]c2c1 (configuration not stated),-12,i
O=C(CCCNC(=O)c1ccc(Cl)cc1)NCc1ccccc1F,-25,i
Cc1ccc(NC(N)=S)cc1C,3,i
CN1CCCC2(CCCN(Cc3nc(Cc4cccc(C(F)(F)F)c4)no3)C2)C1 (configuration not stated),-28,i
COc1cccc(NC(=O)C2C3C=CC4(O3)C2C(=O)N(CCCN2CCC(C)CC2)C4C(=O)NC2CCCCC2)c1 (configuration not stated),-20,i
O=C(CCn1cccc1)NCCc1ccc(Cl)cc1,-21,i
Cc1ccc(C)c(NC(=S)NCC(c2ccccc2)N(C)C)c1 (configuration not stated),-26,i
CCn1c2c(c(=N)c3c1CCC3)CCC2,-18,i
COc1ccc(-n2nc3c(N4CCC(C(=O)N5CCC(C)CC5)CC4)nnc(C)c3c2C)cc1,-24,i
COc1cc(OC)cc(C(C(=O)NCc2ccccc2)N(Cc2ccco2)C(=O)c2ccno2)c1 (configuration not stated),-11,i
COc1ccc(CCNC(=O)CN2c3cccc4cccc(c34)S2(=O)=O)cc1OC,-57,i
O=C(CN1CCN(S(=O)(=O)c2ccccc2)CC1)Nc1ccc2c(c1)CCC2,-8,i
